# Assay outcomes (PubChem BioAssay)
# HIV peptide binding: inhibitors of HIV fusion peptide binding, primary screen, biochemical, uHTS, fluorescence dequenching (AID 1986) | cell-free peptide binding, fluorescence dequenching, 30 min; higher % means a stronger effect | one-dose inhibition, % at 20 µM; IC50 in µM for titrated hits | actives 0.3% (n = 290,000); in the data active = inhibition mostly above about 52%, no sharp cut-off; inactive = mostly below about 76%; note: some results filed as inactive read as strong as hits
# Siah-1 displacement: Siah-1 peptide-binding antagonists, primary screen, biochemical, fluorescence polarization, rhodamine-plectin, uHTS (AID 1817). actives 0.02% (n = 290,000). Siah-1 / rhodamine-plectin peptide fluorescence polarization; higher % means a stronger effect. displacement, % at 20 µM; hits with a dose series show IC50 in µM;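 active = displacement of at least 50% at 20 µM, with a fluorescence ratio check between 0.3 and a set limit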;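 note: plate controls were Siah plus tracer with DMSO for no effect and tracer alone without Siah for full effect; strong numbers were not always called active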
# GPR55 LPI antagonism: GPR55 antagonists blocking LPI-driven arrestin recruitment, primary screen, imaging, U2OS, beta-arrestin-GFP, LPI agonist (AID 2013). actives 0.13% (n = 290,000). U2OS GPR55 beta-arrestin-GFP translocation imaging, LPI antagonism; higher % means a stronger effect. one-dose inhibition, % at 10 µM; IC50 in µM for titrated hits. G-protein coupled receptor 55 (Homo sapiens);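 active = spots per cell inhibited over 60%, with over 100 cells counted and total cytoplasm intensity under 500,000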;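 note: U2OS cells stably carrying GPR55 and arrestin-GFP stimulated by 5 µM LPI near EC80; imaged beta-arrestin-GFP aggregate spots per cell after agonist stimulation; plate controls were LPI-stimulated DMSO wells for no effect and DMSO wells without LPI for full effect; some results filed as inactive read as strong as hits; confirmed hits need IC50 under 10 µM and bright autofluorescent wells are also inconclusive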
# GPR35 arrestin U2OS: GPR35 antagonists blocking zaprinast-driven arrestin recruitment, primary screen, imaging, U2OS, beta-arrestin-GFP, zaprinast agonist (AID 2058); inhibition, % at 10 µM; hits with a dose series show IC50 in µM; actives 0.052% (n = 290,000); U2OS GPR35 beta-arrestin-GFP translocation imaging, zaprinast antagonism; higher % means a stronger effect; G-protein coupled receptor 35 (Homo sapiens);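 active = inhibition of at least 50% with at least 30 cells and total cytoplasm GFP at most 10,000,000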
# AID2073: inhibitors of Mint1-CaV2.2 protein interaction, biochemical, HTRF (AID 2073) | HTRF protein-protein interaction, Mint1-CaV2.2; higher % means a stronger effect | Voltage-dependent N-type calcium channel subunit alpha-1B (Homo sapiens) | inhibition, % at 20 µM; hits with a dose series show IC50 in µM | actives 0.19% (n = 290,000); in the data active = inhibition mostly above about 51%, no sharp cut-off; note: some results filed as inactive read as strong as hits
# NTR1 agonist: agonists of NTR1, primary screen, imaging, U2OS cells, beta-arrestin-GFP, high content (AID 493036); NTR1-U2OS beta-arrestin-GFP spot imaging, agonist mode; activation, % at 20 µM; actives 0.17% (n = 330,000);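 active = activation at or above 40% of the spot to cytoplasm intensity ratio, with at least 20 cells analyzed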;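 note: 0% = DMSO without peptide and 100% = 100 nM NTR1 peptide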
# Target sequence (P30989 whole entry, looked up): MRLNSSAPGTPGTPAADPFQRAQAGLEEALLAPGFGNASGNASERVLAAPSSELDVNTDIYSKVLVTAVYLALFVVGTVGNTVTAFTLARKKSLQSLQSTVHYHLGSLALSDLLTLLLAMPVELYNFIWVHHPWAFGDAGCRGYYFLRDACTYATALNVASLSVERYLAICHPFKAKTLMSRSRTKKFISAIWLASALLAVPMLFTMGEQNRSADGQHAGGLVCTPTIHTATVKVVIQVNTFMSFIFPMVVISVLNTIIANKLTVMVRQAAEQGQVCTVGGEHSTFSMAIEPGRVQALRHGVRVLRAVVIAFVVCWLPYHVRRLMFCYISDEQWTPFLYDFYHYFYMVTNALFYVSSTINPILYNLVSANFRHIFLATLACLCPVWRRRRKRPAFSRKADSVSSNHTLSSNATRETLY
# Dengue-2 NS5 capping: Dengue-2 NS5 methyltransferase inhibitors, primary screen, biochemical, confirmation dose response (AID 588689) | Genome polyprotein (Dengue virus type 2 (strain 16681-PDK53)) | Dengue-2 NS5 methyltransferase capping enzyme assay, biochemical; higher % means a stronger effect | inhibition, % at 25 µM, or IC50 in µM where a hit was titrated | actives 0.3% (n = 340,000); in the data active = a potency from the dose series
# GPR55 activation: GPR55 agonists via beta-arrestin recruitment, primary screen, imaging, U2OS cells, beta-arrestin-GFP redistribution (AID 1961). G-protein coupled receptor 55 (Homo sapiens). U2OS GPR55 beta-arrestin-GFP redistribution imaging; higher % means a stronger effect. activation, % at 10 µM; hits with a dose series show EC50 in µM. actives 0.048% (n = 290,000);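 active = activation above 40% with more than 50 cells counted in the well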;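 note: U2OS osteosarcoma cells stably expressing GPR55 and beta-arrestin-GFP; plate controls were DMSO negative control for no effect and LPI positive control for full effect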
# K1F lysis inhibition: inhibition of K1F phage lysis, E. coli UTI89, bacterial capsule biogenesis inhibitors, alamar blue (AID 488966) | E. coli UTI89 K1F phage lysis, alamar blue, 2 h; higher % means a stronger effect | actives 0.02% (n = 340,000) | inhibition, % at 100 µM; hits with a dose series show IC50 in µM;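 active = phage lysis inhibition, versus mean bacterial control, above a set limit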;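 note: capsule biogenesis inhibitors block K1F phage lysis so surviving cells raise fluorescence; higher fluorescence means more inhibition of phage lysis; actives were called in the ten point dose series up to 300 µM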
# NTR1 agonist cell count 20 µM: recorded beside NTR1 agonist, whose call it bears; cell count; measured here: cell count, cytotoxicity flag
# Dengue-2 NS5 capping pilot replicate: recorded beside Dengue-2 NS5 capping, whose call it bears; inhibition, %; measured here: pilot screen replicate inhibition
# Numbers without * were called inactive; / = not tested or not shown; [ ] = another dose, or the depositor's remark.
SMILES,HIV peptide binding,Siah-1 displacement,GPR55 LPI antagonism,GPR35 arrestin U2OS,AID2073,NTR1 agonist,NTR1 agonist cell count 20 µM,Dengue-2 NS5 capping,GPR55 activation,K1F lysis inhibition,others
CCNS(=O)(=O)c1ccc(CCC(=O)O)cc1,1.5%,7%,14%,-11%,-7%,0.9,60,1%,-0.3%,-0.4%,
Cc1cc(C)cc(NC(=S)NCc2ccc3[nH]c4c(c3c2)CCCC4)c1,0.4%,-1%,1%,7%,6%,2.5,90,-1%,0.2%,0.4%,
COc1ccc(C(=O)NC2CCCc3ccccc32)cc1[N+](=O)[O-] (configuration not stated),2.2%,11%,-14%,4%,9%,4.5,54,-4%,0.3%,0.0%,Dengue-2 NS5 capping pilot replicate=3.0
CSc1ccc(/C=C(/NC(=O)c2ccccc2)C(=O)NCCN2CCOCC2)cc1,-0.2%,-3%,9%,3%,-3%,1.7,47,-2%,0.2%,0.3%,
CCC1CCCCN1S(=O)(=O)c1ccc(S(=O)(=O)N(Cc2ccccn2)CC2CCCO2)cc1 (configuration not stated),0.2%,4%,1%,1%,4%,2.1,40,3%,-0.1%,-1.3%,
COc1ccc(CN2C(=O)c3cccnc3C2=O)cc1S(=O)(=O)NC1CCCCC1C (configuration not stated),-2.0%,-5%,4%,-2%,5%,-0.9,60,0%,-0.2%,0.2%,
CCCOc1ccc(C(=O)C(CN2CCCC2)c2ccccc2)cc1 (configuration not stated),2.4%,-1%,43%,17%,0%,/,/,-5%,-0.1%,1.5%[50 µM],
Cc1nn(Cc2ccccc2)c2c1C(c1ccco1)C(C#N)=C(N)O2 (configuration not stated),0.4%,-1%,18%,-15%,-14%,-0.7,45,/,-0.1%,0.6%,
Nc1c(C(=O)N/N=C/c2ccccc2)cnn1-c1ccccc1,-1.3%,3%,-2%,-6%,4%,0.9,50,2%,-0.2%,1.5%,
O=C(CSc1nnc(Cc2ccccc2)o1)NCCN1C(=O)CSC1=O,5.3%,2%,-1%,11%,8%,1.5,73,-7%,-0.6%,0.1%,
Cc1cc(C)cc(Oc2ccccc2/C=N\O)c1,0.0%,-4%,12%,-1%,12%,-0.6,58,-10%,0.1%,-0.6%,
COC(c1ccccc1)c1nnc(CCC(=O)NCCC(C)C)o1 (configuration not stated),0.7%,3%,7%,-9%,6%,0.8,87,1%,-0.1%,0.1%,
CCC(=O)Nc1nc(C)nc(C)c1C(C)=O,2.1%,-1%,-22%,4%,2%,0.4,35,-1%,-0.1%,0.3%,
C=C(C)c1ccc(C(C)(C)NC(=O)N2CCN(C)CC2)cc1,-1.7%,-2%,-5%,-3%,-2%,-0.5,70,4%,0.2%,0.3%,
O=C(Nc1ccc(Oc2cccnc2)cc1)C1CCN(Cc2cccc(Cl)c2)CC1,0.3%,-9%,-20%,-18%,19%,2.3,59,-8%,-0.1%,1.0%,
COc1cccc(NC(=S)N/N=C2\CC3CCC2(C)C3(C)C)c1 (configuration not stated),-1.7%,-5%,10%,7%,-15%,0.3,57,-3%,-0.3%,-1.4%,
Cn1c(Cl)c(C(=O)Nc2ccc(Cl)cc2)c2ccccc21,-2.6%,2%,3%,6%,0%,5.3,55,4%,-0.3%,0.1%,
CCCCn1c(-c2csc(C(C)C)c2)n[nH]c1=S,-2.8%,1%,9%,-5%,-10%,/,/,-2%,-0.3%,8.1%,
O=C(CCNS(=O)(=O)c1ccccc1)N1CCN(c2ccccc2F)CC1,-1.1%,-2%,-8%,0%,-1%,0.7,49,-4%,-0.2%,0.9%[50 µM],
CC1(C)CC(=O)c2cn3c(nc2C1)nc1ccccc13,2.4%,-3%,-8%,0%,20%,0.4,93,-3%,0.2%,0.3%,
CCOc1ccc(-c2nc3n(c(=O)c2C#N)CCCS3)cc1,2.5%,4%,2%,3%,12%,1.8,57,-3%,0.2%,0.2%,
Cc1ccc(-n2c(C)c(C)c3c(NCCN(C)C)ncnc32)cc1,0.7%,0%,4%,-3%,12%,-0.8,84,-5%,0.3%,-0.1%,
O=C1CC(c2ccco2)CC(O)=C1C=NCC1NCCc2ccccc21 (configuration not stated),40%,65%,0%,-7%,34%,3.5,59,-1%,0.3%,-1.0%,
CCOC(=O)Nc1cccc(NC(=O)c2cc(OC)cc(OC)c2)c1,0.9%,-3%,-2%,14%,33%,1.1,62,10%,-0.1%,-1.6%,
CC(C)c1ccc(Nc2cnn(C34CC5CC(CC(CC(=O)O)(C5)C3)C4)c(=O)c2Cl)cc1,-0.2%,5%,13%,0%,-1%,-0.2,48,3%,0.0%,0.8%,
Cc1ccc(Nc2nc(N)c([N+](=O)[O-])c(NCCO)n2)cc1,-1.3%,4%,-11%,-1%,8%,-1.2,46,/,-0.1%,/,
COC(=O)c1ccc(Nc2cc(C)nc3ncnn23)cc1,-0.2%,3%,8%,3%,10%,-2.2,66,-14%,-0.2%,0.5%,
COc1ccc(OC)c(C(=O)COC(=O)c2ccc(C)o2)c1,0.6%,-1%,0%,5%,32%,1.0,43,-6%,-0.3%,0.5%,
Cc1ccccc1NNC(=O)C(=O)NNc1ccccc1C,-1.7%,-2%,2%,18%,-17%,-0.3,53,-4%,-0.3%,1.2%,
CCc1nn(-c2cc(Oc3cccc4ccccc34)nc(-c3ccccc3)n2)c(N)c1C#N,4.2%,0%,10%,9%,4%,3.0,46,1%,-0.1%,1.2%,

# Reprinted from the part before: 2 compounds, followed by the next part.
SMILES,HIV peptide binding,Siah-1 displacement,GPR55 LPI antagonism,GPR35 arrestin U2OS,AID2073,NTR1 agonist,NTR1 agonist cell count 20 µM,Dengue-2 NS5 capping,GPR55 activation,K1F lysis inhibition,others
Cc1ccccc1NNC(=O)C(=O)NNc1ccccc1C,-1.7%,-2%,2%,18%,-17%,-0.3,53,-4%,-0.3%,1.2%,
CCc1nn(-c2cc(Oc3cccc4ccccc34)nc(-c3ccccc3)n2)c(N)c1C#N,4.2%,0%,10%,9%,4%,3.0,46,1%,-0.1%,1.2%,
CCCOc1ccc(C2C(C(=O)c3cc4ccccc4o3)=C(O)C(=O)N2c2cc(C)on2)cc1OC (configuration not stated),44%,-10%,-6%,-5%,16%,0.3,65,-4%,-0.1%,0.0%,
CC1Cc2cc(/C(O)=C3/C(=O)C(=O)N(CCCn4ccnc4)C3c3ccc(Br)cc3)ccc2O1 (configuration not stated),0.5%,-3%,-4%,-2%,25%,1.4,51,3%,-0.2%,0.3%,
S=c1[nH]nc(-c2cc(-c3ccccc3)n[nH]2)n1/N=C/c1cccc(Cl)c1,-2.8%,10%,2%,0%,-63%,6.2,46,-3%,0.2%,0.0%,
COC(=O)c1cccc(NC(=O)CSc2nnc(C)n2C)c1,0.8%,-2%,1%,-13%,5%,1.2,29,-4%,-0.3%,-1.4%,
CN(C)c1nc(NC(C)(C)C)nc(SCC(=O)Nc2ccccc2)n1,-0.8%,-7%,-7%,10%,-6%,8.0,53,-4%,-0.5%,0.2%,
COc1ccc(NC(=O)COC(=O)c2c(F)cccc2Cl)cc1OC,-0.3%,6%,11%,-19%,-7%,0.4,42,/,0.7%,/,
Cc1ccc(C(=O)N/N=C/c2ccc([N+](=O)[O-])s2)cc1,-1.1%,-3%,8%,5%,-4%,0.6,55,6%,0.0%,-1.5%,
CC(C)(C)c1ccc(C(=O)NCC(=O)O)cc1,-0.1%,1%,2%,18%,33%,-0.1,81,-15%,-0.1%,-0.2%,
O=C(NC1CCCCC1)C(c1cccnc1)N(C(=O)CCl)c1cccc(Cl)c1 (configuration not stated),1.1%,0%,20%,-1%,-4%,3.9,31,-10%,-0.3%,-0.7%[50 µM],
COc1ccccc1-c1ccc(=O)n(CC(=O)NCc2ccco2)n1,0.4%,-7%,9%,-20%,4%,-1.1,30,-2%,0.3%,0.1%,
CCN1CCN(C(c2ccc(OC)cc2)C(O)C(=O)c2c[nH]c3ccccc23)CC1 (configuration not stated),-2.0%,1%,-2%,9%,-1%,-0.4,44,2%,-0.1%,1.1%,
CCOCCCNC(=O)/C=C1\Sc2ccccc2N(Cc2ccccc2F)C1=O,-0.2%,-3%,31%,32%,-13%,0.1,45,3%,-0.3%,0.0%,
Cc1cc(SCC(=O)N/N=C/c2ccc(O)cc2O)c(C)cc1Br,2.9%,1%,13%,-14%,-1%,2.9,78,-2%,-0.1%,-0.5%,
Cc1ccc(NC(=O)C2CC(=O)NC(N3CCCCC3)=N2)cc1Cl (configuration not stated),1.2%,0%,-5%,6%,-5%,0.0,83,1%,0.4%,0.4%,
O=C(Nc1ccc(OC(F)F)c(Cl)c1)c1ccccn1,1.3%,0%,2%,8%,12%,-0.5,34,-10%,0.2%,0.2%,
CN(C(=O)CSc1nnc(-c2ccco2)o1)C1CCCCC1,-2.8%,-2%,-1%,5%,10%,1.3,40,4%,-0.1%,-0.1%,
Cn1c(=O)c2c(SCCN3CCOCC3)nc(C3CCCC3)nc2n(C)c1=O,1.1%,4%,13%,1%,8%,9.7,56,-3%,0.4%,0.2%,
COc1ccc(N(CC(=O)NCc2ccco2)S(C)(=O)=O)cc1OC,2.8%,0%,7%,-6%,0%,0.4,80,4%,-0.1%,0.0%,Dengue-2 NS5 capping pilot replicate=0.6

# Among those listed so far, 4 contain fluorine:
SMILES,HIV peptide binding,Siah-1 displacement,GPR55 LPI antagonism,GPR35 arrestin U2OS,AID2073,NTR1 agonist,NTR1 agonist cell count 20 µM,Dengue-2 NS5 capping,GPR55 activation,K1F lysis inhibition,others
O=C(CCNS(=O)(=O)c1ccccc1)N1CCN(c2ccccc2F)CC1,-1.1%,-2%,-8%,0%,-1%,0.7,49,-4%,-0.2%,0.9%[50 µM],
COc1ccc(NC(=O)COC(=O)c2c(F)cccc2Cl)cc1OC,-0.3%,6%,11%,-19%,-7%,0.4,42,/,0.7%,/,
CCOCCCNC(=O)/C=C1\Sc2ccccc2N(Cc2ccccc2F)C1=O,-0.2%,-3%,31%,32%,-13%,0.1,45,3%,-0.3%,0.0%,
O=C(Nc1ccc(OC(F)F)c(Cl)c1)c1ccccn1,1.3%,0%,2%,8%,12%,-0.5,34,-10%,0.2%,0.2%,
